# M1 PAM – human M1 muscarinic receptor positive allosteric modulators, primary screen, CHO-K1 cells, Fluo-8 calcium fluorescence, 1536-well | Muscarinic acetylcholine receptor M1 (Homo sapiens), P11229 | activation, % at 3 µM | CHO-K1 hM1, ACh EC20; 0% = ACh EC20, 100% = maximal ACh | 0.088% of 360,000 active; in the data active means activation above about 19%, passing the limit was not always enough
# CHRM5 antagonist – human M5 muscarinic receptor antagonists, primary screen, CHO cells, Fluo-8 calcium fluorescence. CHO-hM5 cells, ACh EC80. inhibition, % at 3 µM. 0.59% of 360,000 active. AID 624040, 2012;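 active means inhibition above a per-plate cutoff, the mean of that plate's test compounds plus 3 SD, cut at about 27% in these data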;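 further: 0% = acetylcholine EC80 with DMSO and 100% = DMSO without agonist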
# Target sequence (P08912 whole entry, looked up): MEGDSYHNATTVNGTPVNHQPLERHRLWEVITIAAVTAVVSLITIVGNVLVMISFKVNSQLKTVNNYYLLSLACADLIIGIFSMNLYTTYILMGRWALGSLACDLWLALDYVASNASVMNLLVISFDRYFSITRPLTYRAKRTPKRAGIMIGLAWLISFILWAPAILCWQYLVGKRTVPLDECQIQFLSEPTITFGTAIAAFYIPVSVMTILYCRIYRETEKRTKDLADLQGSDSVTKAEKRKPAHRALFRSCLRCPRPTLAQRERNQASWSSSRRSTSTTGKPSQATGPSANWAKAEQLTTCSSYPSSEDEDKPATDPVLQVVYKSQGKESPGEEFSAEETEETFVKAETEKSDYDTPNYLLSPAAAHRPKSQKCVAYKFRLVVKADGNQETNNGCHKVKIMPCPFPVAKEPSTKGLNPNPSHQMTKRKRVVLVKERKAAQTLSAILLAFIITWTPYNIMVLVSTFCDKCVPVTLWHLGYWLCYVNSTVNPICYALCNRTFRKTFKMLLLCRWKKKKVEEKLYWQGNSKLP
# CHRM5 agonist – human M5 muscarinic receptor agonists, primary screen, CHO-K1 cells, Fluo-8 calcium fluorescence. CHO-K1 hM5 cells; 0% DMSO wells, 100% maximal acetylcholine response. activation, % at 3 µM. 0.19% of 360,000 active;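 active means activation above the run's mean over test compounds plus 3 SD, cut at about 23% in these data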;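 further: signal is peak over basal fluorescence ratio across the kinetic read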
# M1 antag – human M1 muscarinic receptor antagonists, primary screen, CHO-K1 cells, Fluo-8 calcium fluorescence, 1536-well | CHO-K1 hM1, ACh EC80 antagonist | 1.3% of 360,000 active | inhibition, % at 3 µM | Muscarinic acetylcholine receptor M1 (Homo sapiens), P11229;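 active means percent inhibition above its own plate's cutoff, namely the mean of that plate's compound wells plus 3 SD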;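 further: peak over basal fluorescence ratio during 140 s after agonist addition; 0% = ACh EC80 plus DMSO and 100% = DMSO alone without agonist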
# CHRM4 antagonist – human M4 muscarinic receptor antagonists, primary screen, CHO cells, Fluo-8 calcium fluorescence; Muscarinic acetylcholine receptor M4 (Homo sapiens), P08173; CHO-hM4 cells, ACh EC80; inhibition, % at 3 µM; 0.73% of 360,000 active;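 active means inhibition above its plate's cutoff, the mean inhibition of sample wells plus 3 SD, cut at about 27% in these data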;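 further: 0% = acetylcholine EC80 with DMSO and 100% = DMSO without agonist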
# Target sequence (P08173 whole entry, looked up): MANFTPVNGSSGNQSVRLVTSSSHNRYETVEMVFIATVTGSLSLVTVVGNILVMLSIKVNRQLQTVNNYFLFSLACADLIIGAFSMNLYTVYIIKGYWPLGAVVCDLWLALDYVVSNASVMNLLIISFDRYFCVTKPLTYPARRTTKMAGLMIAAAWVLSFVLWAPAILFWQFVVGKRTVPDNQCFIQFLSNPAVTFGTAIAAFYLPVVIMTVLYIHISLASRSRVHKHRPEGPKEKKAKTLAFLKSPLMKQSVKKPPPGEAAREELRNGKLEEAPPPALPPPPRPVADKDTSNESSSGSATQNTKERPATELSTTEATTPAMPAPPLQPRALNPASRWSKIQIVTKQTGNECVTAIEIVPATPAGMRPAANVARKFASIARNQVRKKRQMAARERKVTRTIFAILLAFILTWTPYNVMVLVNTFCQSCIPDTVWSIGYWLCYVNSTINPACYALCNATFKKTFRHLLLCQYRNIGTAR
# M5 PAM – human M5 muscarinic receptor positive allosteric modulators, primary screen, CHO-K1 cells, Fluo-8 calcium fluorescence; Muscarinic acetylcholine receptor M5 (Homo sapiens), P08912; CHO-K1 hM5, ACh EC20 PAM; 0% = ACh EC20, 100% = ACh EC100; activation, % at 3 µM; 0.3% of 360,000 active; AID 624038, 2012;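 active means activation above the run cutoff, the mean activation of all test compounds plus 3 SD, cut at about 18% in these data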
#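 System: CHO-K1 hM5 cells. Reagent: acetylcholine, EC20 level. Compound dosing: single dose, 3 µM nominal final test concentration. Timing: Post-acetylcholine fluorescence recording 140 s. Detection: Fluo-8 calcium fluorescence. Read-out: % activation, ACh-normalized. Benchmarks: ACh EC20 and EC100 wells. Repeats: singlicate, one well per test compound.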
# M4 PAM – human M4 muscarinic receptor positive allosteric modulators, primary screen, CHO-K1 cells, Fluo-8 calcium fluorescence. Muscarinic acetylcholine receptor M4 (Homo sapiens), P08173. CHO-K1 hM4/Gqi5, ACh EC20; 0% = ACh EC20, 100% = maximal ACh. 0.4% of 360,000 active. activation, % at 3 µM;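 active means activation above its plate's cutoff, the mean activation of sample wells plus 3 SD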; further: some results filed as inactive read as strong as hits
# CRFBP-R2 agonist – agonists of CRF-BP/CRF-R2 complex, primary screen, cell-based, HEK293, calcium dye fluorescence, uHTS; CRF-binding protein / CRF receptor 2 complex (human); calcium dye fluorescence (FLIPR); percent of saturating CRF peptide response; activation, % at 13.2 µM; 0.46% of 350,000 active; AID 588473, 2011;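 active means activation of at least 50%, plus an integration ratio under a set limit after plate pattern correction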;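 further: plate controls were neutral control wells without compound for no effect and CRF at EC100 for full effect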
# CHRM4 agonist – human M4 muscarinic receptor agonists, primary screen, CHO-K1 cells, Fluo-8 calcium fluorescence; CHO-K1 hM4/Gqi5; vehicle 0%, full acetylcholine response 100%; activation, % at 3 µM; 0.14% of 360,000 active;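 active means activation above the run mean over all test wells plus 3 SD, cut at about 32% in these data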;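 further: peak over basal fluorescence ratio per well then scaled between controls; 0% = DMSO wells and 100% = acetylcholine at EC100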
# * marks the source's active call; other numbers are inactive results; · = no result given.
# Each structure is followed by: M1 PAM	CHRM5 antagonist	CHRM5 agonist	M1 antag	CHRM4 antagonist	M5 PAM	M4 PAM	CRFBP-R2 agonist	CHRM4 agonist
- COc1cc(/C=N\Nc2nc(-c3cccs3)c(NC(C)=O)s2)ccc1O
 : 7	6	-1	-4	13	8	1	-2.7	2
- CC1(C)CC(=O)c2c(-c3cccnc3)n[nH]c2C1
 : 12	-3	1	-14	-2	-1	2	0.6	0
- CC1CCC(C(C)C)C(OC(=O)Cn2c(-c3ccc(F)cc3)[n+](C)c3ccccc32)C1 (stereo unspecified)
 : -26	18	-7	51*	15	-9	-20	-3.4	-1
- COc1ccc(/C=C/C(=O)NCCOc2ccccc2OC)cc1
 : 10	-2	0	-11	4	0	6	0.3	4
- CCCCSCCCNC(=O)c1ccc(CS(=O)(=O)c2ccc(OC)cc2)o1
 : -6	6	-2	13	-5	-10	-8	-6.6	6
- COc1ccc(C(=O)C2CCCN(C(=O)c3cccc(N4CCCC4=O)c3)C2)cc1OC (stereo unspecified)
 : 5	0	-3	-6	-8	-3	-4	-0.8	2
- CCOC(=O)[C@]12CCC=C1N(Cc1ccccc1)C(=O)[C@H](CC(=O)N1CCCC1)C2
 : ·	-20	0	·	-7	9	17	·	3
- Nc1c(C(=O)NCC2CCCO2)c2nc3ccccc3nc2n1-c1ccccc1 (stereo unspecified)
 : -16	20	3	28*	9	-14	-10	2.7	14
- Cc1ccc(-c2noc(CCC(=O)NCCN3CCOCC3)n2)cc1
 : 5	1	1	-18	-4	-4	8	1.4	1
- O=C(CCCO)c1ccc2c(c1)OCCO2
 : -4	-3	3	12	5	-1	9	2.4	0
- CC1(C(=O)NS(=O)(=O)c2cccc(F)c2)CCN1C(=O)Cc1cccc2ccccc12 (stereo unspecified)
 : 17	-7	1	-14	-10	4	6	·	0
- CC(c1ccccc1)N1CCn2c(nc3cc(NS(C)(=O)=O)ccc32)C1 (stereo unspecified)
 : 6	4	5	-7	4	4	-6	-2.3	0
- Cc1ccc(/C=C/C2=NN(Cc3ccccc3Cl)C(=O)CC2)cc1
 : 4	-9	-4	-18	-2	3	5	-0.3	-1
- CC(C)(C)c1ccc(C(=O)NNC(=O)CNC(=O)c2cccs2)cc1
 : 9	3	-1	-13	-11	9	22	-1.0	2
- CCOc1cc(C(=O)NCC(=O)N/N=C/c2sccc2C)cc(OCC)c1OCC
 : 2	4	2	0	1	1	-3	-0.4	0
- O=C(O)C1CC=CCC1C(=O)Nc1ccccc1C(=O)N1CCN(c2ccc(Cl)cc2)CC1 (stereo unspecified)
 : 13	7	-1	-6	2	-1	2	-3.9	4
- Cc1ccccc1Oc1ccc2c(c1)[C@@H]1C[C@H](N(C)C(=O)c3ccc(C#N)cc3)[C@H]([C@H](C)O)C(=O)N1CC2
 : 6	9	-1	-13	1	-3	-5	-0.8	0
- CC(C)(O)P(=O)(O)CCc1ccccc1
 : -1	13	0	0	-12	-3	-3	1.1	9
- O=C(Nc1cc([N+](=O)[O-])ccc1O)NC1CCS(=O)(=O)C1 (stereo unspecified)
 : 16	8	-1	-10	8	2	13	-1.2	1
- O=[N+]([O-])c1cc(C(F)(F)F)ccc1Sc1ccc2ccccc2n1
 : -11	1	-2	-3	-18	-10	4	0.8	1
- O=CNc1ccccc1
 : 4	5	2	-2	-1	-11	-4	-0.3	1
- COc1ccc(CCNC(=O)COC(=O)c2ccc(N3CCCC3=O)cc2)cc1
 : 3	12	0	1	2	-12	0	-0.6	2
- C#CCOCCOCCOCCNc1nc(N2CCN(C(=O)CCCCCCCCCCNC(=O)[C@H]([C@@H](C)CC)n3cc(CCCCN=C(N)N)nn3)CC2)nc(N2CCN(C(=O)CCCCCCCCCCNC(=O)[C@@H]([C@H](C)O)n3cc(C)nn3)CC2)n1
 : 0	12	1	5	0	-7	-3	-0.6	2
- COc1ccccc1CNC(=O)C1CCN(S(=O)(=O)c2ccc3c(c2)C(C)(C)C(=O)N3C)CC1
 : 9	2	-2	-7	-17	-6	2	2.6	1
- CCOC(=O)c1[nH]c(C)c(C(=O)NCc2ccco2)c1C
 : 0	-4	1	-11	9	2	-2	0.2	3
- CC(C)NC(=O)C1(C)CN(S(C)(=O)=O)CC(=O)N1C1CCCCCC1 (stereo unspecified)
 : ·	1	3	·	5	4	7	·	2
- COC(=O)/C=C1\OCc2cc(C)ccc21
 : ·	1	1	·	-7	0	7	·	0
- CCOC(=O)C1CCCN(C(=O)c2ccc3oc(CCc4ccccc4)nc3c2)C1 (stereo unspecified)
 : -1	-16	0	-12	1	9	-5	-0.7	5
- CCOC(=O)CNC1CC(=O)N(c2ccc(Br)cc2)C1=O (stereo unspecified)
 : 10	-6	5	-13	1	21*	6	-0.5	0
- Cn1c(NC(=O)/C=C/c2c(F)cccc2Cl)cc(=O)n(C)c1=O
 : 15	-1	1	-13	-1	4	6	0.0	1
- Clc1ccc(-c2nc3nc4ccccc4nc3n2Cc2ccco2)cc1
 : -5	10	-13	14	2	-10	-1	-0.4	3
- NCC(=O)NCC(=O)NC[C@H]1O[C@@H](n2cnc3c(N)ncnc32)[C@H](O)[C@@H]1O
 : 1	0	-1	-2	0	1	2	2.3	1
- O=C(Cc1ccccc1)Nc1ccc(-c2nnc(-c3ccco3)o2)cc1
 : 3	1	-1	0	-3	-3	-1	-0.7	1
- CC(C)N(C(=O)CSc1nnc(Cn2nnc3ccccc32)n1C)C(C)C
 : 6	5	0	-8	-2	-4	-5	-0.1	0
- O=c1c2c(-c3ccc([N+](=O)[O-])cc3)ccnc2[nH]n1-c1ccccc1
 : -3	11	-2	10	9	-6	-7	4.3	0
- Cc1cc2ncn(S(=O)(=O)c3ccc(S(=O)(=O)N4CCOCC4)cc3)c2cc1C
 : 15	3	-1	-8	12	1	7	-0.6	1
- Cc1nc(NC(=O)CCc2ccccc2)sc1C
 : 9	2	-1	-20	0	0	-2	3.5	1
- Cc1ccc(S(=O)(=O)N2CCN(C(=O)c3ccco3)CC2)cc1
 : 8	-10	1	-19	-15	2	-1	0.9	2
- Cc1ccc(CN2CCC(C)(Oc3ccc(Cl)cc3)C2)cc1 (stereo unspecified)
 : 3	0	-2	-10	-11	-3	-2	·	0
- CCc1nnc(NC(=O)c2ccc(S(=O)(=O)N(CCOC)CCOC)cc2)s1
 : -4	2	4	2	-11	-9	-3	20	14
- O=C(CCc1nc2ccccc2c(=O)[nH]1)OCC(=O)N1CCN(S(=O)(=O)c2ccccc2)CC1
 : 0	-4	-6	-1	5	5	5	0.3	2
- CC1(C)CC(=O)c2sc(NC(=O)C3COc4ccccc4O3)nc2C1 (stereo unspecified)
 : 6	-2	1	-18	-8	-4	7	5.2	5
- Cc1cccc(N=Cc2cc3c(cc2[N+](=O)[O-])OCO3)c1
 : 3	-3	-1	2	2	4	-1	-0.3	1
- N#Cc1cccc(C(=O)OCc2cccc(S(=O)(=O)N3CCOCC3)c2)c1
 : -4	6	2	10	1	-1	-1	0.2	8
- CC[n+]1ccc(C)c2cc(P(=O)(c3ccccc3)c3ccccc3)ccc21
 : -12	-3	-8	3	12	-3	-10	1.4	1
- COc1cccc(CN2CCNC(=O)C2CC(=O)NCCCN2CCCC2=O)c1 (stereo unspecified)
 : 18	-11	-1	-18	-5	7	15*	3.8	0
- CCCCOCCCNC(=O)C1CCCCC1
 : 8	-8	1	-7	1	-2	-3	-2.7	0
- CCC(C)[C@@H](CN(N=O)[C@@H](Cc1ccccc1)CN(C)N=O)N(CCc1ccccc1)N=O (stereo partly specified)
 : 6	-6	-5	-6	-5	9	10	1.7	-1
- Cc1cccc2cc(COC(=O)c3ccccc3)c(=O)[nH]c12
 : 6	4	-1	-7	1	-3	0	-0.1	12
- Cc1scc(C(=O)N/N=C/c2ccco2)c1C
 : 1	5	-5	-3	-4	-1	-1	0.6	1
- COc1ccc(/C=N/OCC(=O)N=Nc2c(O)[nH]c3ccc(Br)cc23)cc1OC
 : 5	3	-4	-7	-16	-2	0	-0.6	1
- COc1cccc2cc(-c3ccnc(N)n3)oc12
 : 5	8	-4	1	7	-1	-6	-1.1	1
- O=C(Nc1cccc2cccnc12)c1cccnc1
 : -5	2	-1	14	2	-6	-1	0.1	1
- O=C(Nc1cccc(Cl)c1)NC1CC2CCC1C2 (stereo unspecified)
 : -8	6	4	8	15	-10	-6	1.8	11
- COc1ccccc1C(=O)NC(=O)COC(=O)c1ccc(Br)o1
 : 7	8	-1	-5	-5	3	11	-0.3	1
- CCN(C(=O)CSc1nc2ccccc2n1CC(C)C)c1c(N)n(Cc2ccccc2)c(=O)[nH]c1=O
 : -2	4	-1	10	1	0	-1	-0.7	1
- N#Cc1ccc(CN2C(=O)NC3(CCCCCC3)C2=O)cc1
 : 8	4	-2	-11	-3	-5	-6	-1.2	0
- Cc1ccc(C(=O)/C=C/c2ccc3ncccc3c2)cc1
 : 6	1	3	-12	-4	-1	-1	-2.7	4
- OC1COC(OCC2OC(OCc3ccccc3)C(O)C(O)C2O)C(O)C1O (stereo unspecified)
 : 3	6	2	-5	10	-2	-7	-0.3	2
- COc1ccc(Cc2noc(CN(C)CC(O)c3ccccc3)n2)cc1OC (stereo unspecified)
 : 6	-12	3	-6	-3	1	-3	-0.2	2

# In the list so far, 3 contain an aryl thioether with sulfur outside any ring:
# Each structure is followed by: M1 PAM	CHRM5 antagonist	CHRM5 agonist	M1 antag	CHRM4 antagonist	M5 PAM	M4 PAM	CRFBP-R2 agonist	CHRM4 agonist
- O=[N+]([O-])c1cc(C(F)(F)F)ccc1Sc1ccc2ccccc2n1
 : -11	1	-2	-3	-18	-10	4	0.8	1
- CC(C)N(C(=O)CSc1nnc(Cn2nnc3ccccc32)n1C)C(C)C
 : 6	5	0	-8	-2	-4	-5	-0.1	0
- CCN(C(=O)CSc1nc2ccccc2n1CC(C)C)c1c(N)n(Cc2ccccc2)c(=O)[nH]c1=O
 : -2	4	-1	10	1	0	-1	-0.7	1

# Remaining list, next part.
# Each structure is followed by: M1 PAM	CHRM5 antagonist	CHRM5 agonist	M1 antag	CHRM4 antagonist	M5 PAM	M4 PAM	CRFBP-R2 agonist	CHRM4 agonist
- CCOC(=O)N1CCN(C(=O)C2CCN(Cc3ccc(O)c(OCC)c3)CC2)CC1
 : -3	2	-4	8	-2	-5	7	0.3	2
- O=C1COc2ccc(C(=O)COC(=O)c3sc4ccccc4c3Cl)cc2N1
 : 9	-1	0	-7	2	-2	-4	-0.1	1
- CC(C)(C)c1ccc(C(=O)NCC(=O)N2CCCC2)cc1
 : 6	-1	1	-7	-9	3	3	0.1	1
- COc1ccccc1C(=O)Nc1cccc2nc(C)ccc12
 : 7	9	2	-10	0	-3	-3	2.2	4
- Nc1nnc(CC(=O)N/N=C/c2ccc(-c3ccc(Cl)cc3Cl)o2)s1
 : 9	3	-1	-12	5	7	6	0.9	0
- Cc1c(Br)c(C(F)(F)F)nn1CC(=O)NCc1ccco1
 : -1	3	-3	6	10	1	-10	-0.4	0
- Cc1ccc(S(=O)(=O)CCC(=O)Nc2cccc(Cl)c2)cc1
 : 7	7	-3	-10	-11	-3	0	-1.6	2

# Bioassay records: PubChem, several laboratories
